Screens as filed in PubChem.
PMI act – activators of human PMI, primary screen, biochemical, fluorescence intensity, near-Km mannose 6-phosphate; Mannose-6-phosphate isomerase (Homo sapiens), P34949; purified human PMI, coupled resazurin fluorescence, 20 min; stronger effect = higher value; 1 = vehicle control, 0 substrate-free wells; activation factor at 20 µM; 190,000 compounds, 0.005% hits; AID 1214, 2008;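 active = activation factor of 2 or more at 20 µM, relative to plate controls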
Diaphorase act – compounds boosting diaphorase resazurin reduction – biochemical, uHTS, resorufin fluorescence, counter-screen for diaphorase-coupled primary assays, primary screen | Diaphorase/resazurin coupled assay, 16 min; stronger effect = higher value; 1 = vehicle wells, 0 = NADH-free wells | AID 1229, 2008 | activation factor at 20 µM | 190,000 compounds, 0.005% hits;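 active = diaphorase activity raised at least twofold by the compound at 20 µM; inactive = activation factor below 2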
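Material: purified diaphorase enzyme from Clostridium kluyveri / Medium: HEPES pH 7.4 buffer with MgCl2 and Tween 20 / Schedule: enzyme reaction of 16 min at room temperature / Measured by: resorufin fluorescence, excitation 544 nm, emission 590 nm / Evaluation: rise in resorufin formation, marking diaphorase activation or chemical reduction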
G6PDH CS – L. mesenteroides G6PDH inhibitors, counter-screen for G6PDH-coupled screening assays, biochemical, Leuconostoc mesenteroides enzyme; glucose-6-phosphate dehydrogenase [Leuconostoc mesenteroides]; Purified L. mesenteroides G6PDH, diaphorase/resazurin coupled fluorescence, 45 min; inhibition, % at 5 µM; 200,000 compounds, 0.12% hits; in the data active = inhibition above about 50%
TNAP inh no acc – human TNAP enzyme inhibitors, primary screen, biochemical, luminescent, no phosphate acceptor, uHTS. AID 1012, 2008. inhibition, % at 20 µM. 200,000 compounds, 0.26% hits. purified TNAP, CDP-star luminescence, 30 min. Alkaline phosphatase, tissue-nonspecific isozyme (Homo sapiens), P05186;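 active = tissue-nonspecific alkaline phosphatase inhibition above about 50% at 20 µM in the single-dose screen, limit read from the data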;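 note: 0% = DMSO negative control and 100% = EDTA positive control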
Target sequence (P05186 whole entry, looked up): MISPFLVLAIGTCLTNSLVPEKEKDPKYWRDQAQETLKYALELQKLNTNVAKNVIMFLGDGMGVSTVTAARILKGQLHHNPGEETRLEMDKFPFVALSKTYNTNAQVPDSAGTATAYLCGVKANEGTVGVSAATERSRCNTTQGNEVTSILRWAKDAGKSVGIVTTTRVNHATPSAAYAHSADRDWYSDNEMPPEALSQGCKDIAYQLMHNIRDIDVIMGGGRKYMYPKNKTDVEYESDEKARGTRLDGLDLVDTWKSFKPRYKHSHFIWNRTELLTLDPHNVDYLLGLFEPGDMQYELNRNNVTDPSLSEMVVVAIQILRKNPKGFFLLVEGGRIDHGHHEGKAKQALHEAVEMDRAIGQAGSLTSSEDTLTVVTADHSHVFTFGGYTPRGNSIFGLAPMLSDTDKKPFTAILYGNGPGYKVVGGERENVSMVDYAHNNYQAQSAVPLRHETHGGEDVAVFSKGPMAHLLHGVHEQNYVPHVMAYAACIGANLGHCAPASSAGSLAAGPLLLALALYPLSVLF
TNAP act hiacc – TNAP activators at high phosphate acceptor level, primary screen, biochemical, luminescence, uHTS; activation factor at 20 µM; purified TNAP, CDP-star luminescence, 1 M DEA, 30 min; stronger effect = higher value; 0 = EDTA background, 1 = DMSO-only activity; AID 1136, 2008; 200,000 tested, under 10 active;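 active = activation factor at least 2 at 20 µM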
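Test system – human TNAP · Doses – 20 µM single point · Incubation – 30 min, room temperature · Signal – luminescent substrate turnover signal · Read-out basis – activation factor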
PMI act satM6P – human PMI activators, high substrate, primary screen, biochemical, fluorescence intensity, near-saturating mannose 6-phosphate; AID 1216, 2008; Mannose-6-phosphate isomerase (Homo sapiens), P34949; 190,000 compounds, 0.34% hits; activation factor at 20 µM; coupled PMI enzyme assay, resazurin fluorescence, 20 min; stronger effect = higher value; 1 = untreated enzyme, 0 = substrate-free blank;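 active = activation factor of 2 or more at 20 µM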
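Material: human phosphomannose isomerase with PGI, G6PDH, diaphorase coupling enzymes; amount: PMI at 15 ng/mL final; also added: Mannose-6-phosphate 1.0 mM (near-saturating) plus 0.22 mM NADP+; incubation: enzyme reaction with compound 20 min at room temperature; signal: resorufin fluorescence (Ex 544/Em 590 nm) from resazurin via diaphorase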
TNAP inh hiacc – human TNAP enzyme inhibitors, primary screen, biochemical, luminescent, high phosphate acceptor level, uHTS. Alkaline phosphatase, tissue-nonspecific isozyme (Homo sapiens), P05186. purified TNAP, CDP-star luminescence, 1 M DEA. inhibition, % at 20 µM. 200,000 compounds, 0.03% hits. AID 1135, 2008;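 active = over 50% inhibition of tissue-nonspecific alkaline phosphatase at 20 µM in the single-dose screen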;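 note: plate controls were DMSO wells for no effect and EDTA-quenched wells as full inhibition for full effect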
HMGR II inh – inhibitors of E. faecalis class II HMGR, primary screen, biochemical, Enterococcus faecalis. HMG-CoA reductase (Enterococcus faecalis, mvaE). purified E. faecalis HMGR, NADPH absorbance 340 nm kinetic. inhibition, % at 10 µM. 190,000 compounds, 0.41% hits. AID 1066, 2008;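 active = inhibition above a set limit, the median over all tested compounds plus 3 SD, cut at about 9.5% in these data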;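 note: enzyme runs in reverse so mevalonate oxidation gives rising NADPH absorbance; 0% = complete reaction with DMSO and 100% = background rate lacking mevalonate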
FLuc stim CS – FLuc activators, initial screening, artefact control for FLuc-dependent activation tests, biochemical, ATPlite luminescence. 200,000 tested, under 10 active. activation factor at 10 µM. AID 1027, 2008. ATPlite luciferase biochemical, 10 min; 0 = ATP-free wells, 1 = DMSO control. Luciferin 4-monooxygenase (Photinus pyralis), P08659;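 active = luciferase activation factor, scaled between plate controls, of at least 2 with compound at 10 µM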
Target sequence (P08659 whole entry, looked up): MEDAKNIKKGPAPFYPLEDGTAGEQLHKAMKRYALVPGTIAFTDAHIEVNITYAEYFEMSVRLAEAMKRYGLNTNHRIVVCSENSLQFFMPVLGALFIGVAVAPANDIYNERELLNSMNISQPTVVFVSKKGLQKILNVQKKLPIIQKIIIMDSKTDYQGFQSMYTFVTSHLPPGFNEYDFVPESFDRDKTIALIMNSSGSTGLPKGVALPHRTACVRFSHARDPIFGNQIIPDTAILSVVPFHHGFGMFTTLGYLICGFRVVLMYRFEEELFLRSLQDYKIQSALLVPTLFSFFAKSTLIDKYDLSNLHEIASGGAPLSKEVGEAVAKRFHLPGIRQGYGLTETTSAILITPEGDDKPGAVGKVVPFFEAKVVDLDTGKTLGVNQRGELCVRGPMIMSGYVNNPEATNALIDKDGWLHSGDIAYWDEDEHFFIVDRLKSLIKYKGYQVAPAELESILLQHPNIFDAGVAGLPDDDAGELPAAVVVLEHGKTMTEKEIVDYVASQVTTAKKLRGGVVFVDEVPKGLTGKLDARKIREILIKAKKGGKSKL
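Material: Luciferase/luciferin reagent mix; Doses: test compounds dosed from 2 mM stocks in 100% DMSO; Schedule: 10 min incubation after luciferase reagent addition, room temperature; Measured by: luminescence from luciferase reaction; Read-out: luminescence gain marking luciferase activators.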
Diaphorase inh – diaphorase inhibitors and chemical oxidizers, primary screen, counter-screen for diaphorase-coupled primary assays, biochemical, uHTS, resorufin fluorescence; inhibition, % at 20 µM; 190,000 compounds, 0.69% hits; diaphorase resazurin-to-resorufin fluorescence, NADH, 16 min; bacterial (C. kluyveri) enzyme, not human; AID 1217, 2008;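 active = primary screen inhibition at 20 µM above a set limit, cut at about 50% in these data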;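 note: plate controls were DMSO with full reaction for no effect and wells lacking NADH for full effect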
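Test system: diaphorase enzyme from Clostridium kluyveri; amount: diaphorase at 0.14 U/mL in enzyme working solution; detection: fluorescence of resorufin formed from resazurin, Ex 544/Em 590 nm; times: reaction incubation of 16 min at room temperature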
* hit, by the source's call.

SMILES	PMI act	Diaphorase act	G6PDH CS	TNAP inh no acc	TNAP act hiacc	PMI act satM6P	TNAP inh hiacc	HMGR II inh	FLuc stim CS	Diaphorase inh
Cc1ccc(S(=O)(=O)Cn2nnnc2C(CC(C)C)N2CCN(c3ccc(F)cc3)CC2)cc1 (stereo not drawn)	0.9	0.9	-8	-12	1	1	-4	-13	1.1	10
Cc1cnn(C(=O)c2cc(-c3ccccn3)nc3ccc(Cl)cc23)c1	1.4	1	6	8	1	1.2	-4	-3	1	2
Cc1ccc(C(=O)N/C(=C\c2ccc(-c3ccc(Br)cc3)o2)C(=O)NCCCN(C)C)cc1	0.9	1.3	3	3	1	1	-1	-1	1.1	-29
CCOC(=O)c1ccc(NC(=O)CN2C(=O)CSC2=O)cc1	0.9	0.9	12	10	1	1	1	0	0.8	5
O=C(CCCCCn1c(=S)[nH]c2ccc(N3CCOCC3)cc2c1=O)NCCc1ccccc1	1.2	1	-33	9	1.1	1.1	-5	-1	1.1	0
COc1ccc(C(=O)N/C(=C\c2ccc([N+](=O)[O-])cc2)C(=O)NC(CCSC)C(=O)O)cc1 (stereo not drawn)	1.1	0.9	6	-2	1	1.1	4	3	1	12
FC(F)(F)c1nc(N2CCN(c3ccccc3)CC2)nc2c1CCCCC2	0.9	0.9	-23	-8	1.1	0.9	-6	5	1.1	14
CCOc1ccc(C(=O)NC(=S)N(Cc2ccccc2)Cc2ccccc2)cc1	1	0.8	-3	-9	1	1.1	-3	0	1	15
CCCS(=O)(=O)Nc1cccc(-c2ccc3nnc(C)n3n2)c1	1.1	0.8	-1	-10	1	1	-2	-2	1.1	19
COc1cc2c(cc1OC)C(c1cccc(C)c1)CC(=O)N2 (stereo not drawn)	1	1	21	-7	1	0.9	-4	-7	1	1
CCOC(=O)c1ccc(NC(=O)CN(C)S(=O)(=O)c2ccc(OC)cc2)cc1	1	1	4	-2	1	1	-4	0	1.1	-2
CN(C)C(=S)NC1CCS(=O)(=O)C1 (stereo not drawn)	1	1	10	-7	1	1	-4	0	1.1	0
Cc1nc2ccc(NC(=O)CCS(=O)(=O)c3ccc(Cl)cc3)cc2s1	0.9	0.9	2	-6	1	0.9	0	-5	1	9
Nc1cc(=O)[nH]c(SCC(=O)Nc2ccccc2Sc2ccc(Cl)cc2)n1	1	0.9	0	-16	1.1	0.9	-5	1	1	14
O=C(CCC1CCCC1)NCc1cccs1	1.1	0.9	5	-5	1.1	1.1	-6	3	1	7
COc1ccc(NC(=O)c2ccc(-c3ccc(C)c4ccccc34)o2)cc1	1	1	17	-5	1	0.9	0	-6	1	0
COc1ccc(N(CC(=O)N2CCc3ccccc3C2)S(=O)(=O)c2c(C)nn(C)c2C)cc1	1	0.8	4	-10	1.1	0.8	-10	-7	1.1	16
O=C(N/N=C/c1ccco1)C1CC1(c1ccccc1)c1ccccc1 (stereo not drawn)	0.9	0.9	-9	-4	1	0.7	1	-1	1	7
CCN(CC)S(=O)(=O)c1ccc(NC(=O)c2ccccc2N(C)S(C)(=O)=O)cc1	1	0.9	0	-4	1.1	1	-5	0	1.1	9
Cc1ccc(/C=N/NC(=O)c2c(-c3ccccc3)noc2C)o1	1	0.9	9	-2	1	1	1	-3	1.1	13
C/C=C/C(=O)OCC(=O)Nc1ccc(OC)c(OC)c1	1.3	1.1	10	-2	1	1.3	-5	-6	1	-14
O=C(c1cc([N+](=O)[O-])cc([N+](=O)[O-])c1)N(Cc1nnc(-c2ccccc2Cl)o1)C1CC1	1	1	0	-3	1	1	3	2	1	3
COCCn1cnc2c1c(=O)n(CC(=O)Nc1cc(C)on1)c(=O)n2Cc1ccccc1	0.9	0.8	-1	-4	1	0.9	0	2	1	15
CCCCn1c(=O)n(CC(O)c2ccccc2)c(=O)c2c1ncn2C1CCCC1 (stereo not drawn)	0.9	0.9	9	-8	1	1	-4	-1	1	11
COc1ccnc(-n2cccc2C=O)c1C#N	1	0.9	5	-15	1.1	1	-5	-3	1.1	9
O=C(CC1S/C(=N/N=C/C=C/c2ccccc2)NC1=O)Nc1ccc(Cl)c(Cl)c1 (stereo not drawn)	1	1	0	-31	1	1	3	-8	1	0
CN(CC(=O)Nc1ccc(S(=O)(=O)N2CCCC2)cc1)Cc1ccc(Cl)cc1Cl	0.8	0.8	11	-10	1	0.9	0	0	1	19
CC(C)NC(=S)N/N=C/c1ccc(C(C)(C)C)cc1	0.9	0.8	7	-12	1	0.9	0	1	0.9	19
O=C(CS(=O)(=O)c1cn(Cc2ccc(Cl)cc2)c2ccccc12)N1CCOCC1	0.9	1	-16	-1	1	1	-4	-2	1.1	2
Cc1c(C(=O)NC(C)C)c(-c2ccccc2)nn1-c1ccccc1	1	1	0	0	1	1	-2	-3	1	3
C/C(Cn1cnc([N+](=O)[O-])n1)=N/NC(=O)COc1ccccc1Cl	0.8	0.9	17	-9	1	0.8	0	-3	1	11
Cc1ccc(-c2nn3c(-c4ccco4)nnc3c3ccccc23)cc1S(=O)(=O)NCC1CCCO1 (stereo not drawn)	1	0.6	7	6	1	1.1	-1	-3	1.1	40
CN(C)C(=O)c1ccc(-c2nnc(NCc3ccccc3)c3ccccc23)cc1	0.8	0.8	-7	-9	1	0.9	-2	-1	1.1	22
COc1ccc(/C=C/C(=O)NCCc2ccc(OC)c(OC)c2)cc1	0.9	0.8	-4	-14	1	1	-4	-3	1.1	18
Cc1ccccc1Nc1nnc(SCC(=O)Nc2ccccc2[N+](=O)[O-])s1	0.8	0.7	-15	-26	1	0.9	0	2	1	26
CCCN(CCC)S(=O)(=O)c1ccc(Cl)c(OC)c1	1	1	5	-11	1	1	-3	-2	1	-4
COc1ccc(/C(O)=C2/C(=O)C(=O)N(c3nc(C)c(C)s3)C2c2ccco2)cc1 (stereo not drawn)	1	0.7	12	-14	1	0.9	-3	-1	1	30
COC(=O)c1ccc(COc2ccc3c4c(c(=O)oc3c2)CCC4)o1	0.8	0.9	9	-12	1.1	0.9	-6	-4	1	12
CCC(=O)N(Cc1ccc(C)cc1)Cc1cc2cc3c(cc2[nH]c1=O)OCO3	1.1	1	21	3	1	1.2	-4	-3	1.1	-2
O=C(CCSCc1ccc(Cl)cc1)NCc1cccs1	1	0.8	7	-12	1.1	0.9	-7	-1	1.1	18

Continued (three carried over from the part before).
SMILES	PMI act	Diaphorase act	G6PDH CS	TNAP inh no acc	TNAP act hiacc	PMI act satM6P	TNAP inh hiacc	HMGR II inh	FLuc stim CS	Diaphorase inh
COC(=O)c1ccc(COc2ccc3c4c(c(=O)oc3c2)CCC4)o1	0.8	0.9	9	-12	1.1	0.9	-6	-4	1	12
CCC(=O)N(Cc1ccc(C)cc1)Cc1cc2cc3c(cc2[nH]c1=O)OCO3	1.1	1	21	3	1	1.2	-4	-3	1.1	-2
O=C(CCSCc1ccc(Cl)cc1)NCc1cccs1	1	0.8	7	-12	1.1	0.9	-7	-1	1.1	18
COc1ccc(C(=O)O/N=C(\C)c2cnccn2)cc1	0.9	0.9	-2	-15	1.1	0.9	-6	-5	0.6	12
CCC/C(O)=C1\C(=O)CC(c2ccccc2)CC1=NC(C)C(=O)O (stereo not drawn)	1.1	0.8	8	-7	1	1	-2	-2	1.1	18
O=C(NC1CCCC1)C(=O)N(Cc1cccnc1)C(C(=O)NCC1CCCO1)c1ccco1 (stereo not drawn)	1.1	1	13	-6	1.1	1.1	-8	-1	1.1	2
O=S(=O)(c1ccccc1)C1(S(=O)(=O)c2ccccc2)CCCC1	1	0.9	3	-2	1	0.9	-3	2	1.1	14
COc1ccc(C2=NN(C(=O)CSc3nc4ncc(Cl)cc4[nH]3)C(c3ccco3)C2)cc1 (stereo not drawn)	1	0.8	-2	6	1.1	1	-6	1	1.1	25
COc1ccccc1Oc1ccccc1C(=O)O	0.9	0.8	-3	-15	1.1	0.9	-7	-1	1.1	19
CCn1c(SCc2nc(-c3cccs3)no2)nnc1-c1c[nH]c2ccccc12	0.8	0.7	-28	-4	1	0.8	0	0	1	33
Cn1c(=O)c2c(SCC(=O)N3CCOCC3)nc(CC(C)(C)C)nc2n(C)c1=O	0.9	0.8	4	-10	1	0.9	-4	-1	1.1	25
O=C(NCc1ccco1)c1nc2c(nnn2Cc2cccc(Cl)c2)c(=O)[nH]1	0.9	0.9	7	4	1	1	1	0	1	9
O=C(CC(NC(=O)c1ccccc1)c1ccccc1)Nc1ccc(F)c(F)c1 (stereo not drawn)	1	1	14	-21	1.1	1	-10	1	1	2
CN(CC(=O)Nc1ccccc1-c1ccccc1)Cc1ccccc1Cl	0.8	0.7	2	-10	1.1	0.8	-10	-4	1.1	29
C/C(O)=C(\C#N)c1nc2ccccc2[nH]1	0.8	0.9	12	-4	1	0.9	-1	-10	1	13
COc1ccc(OC)c(/C=N/NC(=O)c2[nH]nc3c2CCc2ccccc2-3)c1	0.9	0.9	-20	-34	1	0.9	0	1	1.1	9
CCOc1cc(CNc2ncnc3nc[nH]c23)ccc1OC	0.8	0.9	2	-95	1	0.8	-2	-7	1	14
CCC(=O)c1ccc(OCC(O)CN2CCN(S(=O)(=O)N3CCCCC3)CC2)cc1 (stereo not drawn)	1	0.8	-28	-6	1.1	1	-6	-3	1.1	19
O=C(NNC(=S)Nc1ccc(Cl)cc1Cl)c1ccncc1	0.9	1	8	-170	1	1	2	-1	1	3
